Bioassay records deposited in PubChem by several laboratories.
Mtb UGM inh – M. tuberculosis UGM enzyme inhibitors, primary screen, biochemical, fluorescence polarization, single point; purified UGM, fluorescence polarization probe displacement; inhibition, % at 10 µM; 320,000 tested, 0.06% active; AID 504406, 2011; in the data active means inhibition above about 10%, passing the limit was not always enough
Target sequence (P9WIQ1 whole entry, looked up): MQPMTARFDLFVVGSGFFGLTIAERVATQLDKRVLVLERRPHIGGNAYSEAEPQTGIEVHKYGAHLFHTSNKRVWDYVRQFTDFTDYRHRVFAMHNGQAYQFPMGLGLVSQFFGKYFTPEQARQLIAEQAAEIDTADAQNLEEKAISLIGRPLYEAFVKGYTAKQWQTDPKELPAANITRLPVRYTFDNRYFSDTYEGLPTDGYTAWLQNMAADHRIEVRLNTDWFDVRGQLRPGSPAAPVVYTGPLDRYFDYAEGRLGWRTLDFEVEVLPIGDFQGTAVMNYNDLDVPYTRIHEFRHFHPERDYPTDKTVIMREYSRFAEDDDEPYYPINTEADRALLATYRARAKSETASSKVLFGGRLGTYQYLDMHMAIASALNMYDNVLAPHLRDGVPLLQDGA
VHR inh abs – VHR1 phosphatase inhibitors, primary screen, biochemical, absorbance, uHTS; inhibition, % at 13.3 µM; Dual specificity protein phosphatase 3 (Homo sapiens), P51452; 290,000 tested, 0.52% active; recombinant VHR phosphatase, pNPP absorbance; in the data active means inhibition above about 50%; further: some compounds called inactive have numbers as strong as hits
Target sequence (P51452 whole entry, looked up): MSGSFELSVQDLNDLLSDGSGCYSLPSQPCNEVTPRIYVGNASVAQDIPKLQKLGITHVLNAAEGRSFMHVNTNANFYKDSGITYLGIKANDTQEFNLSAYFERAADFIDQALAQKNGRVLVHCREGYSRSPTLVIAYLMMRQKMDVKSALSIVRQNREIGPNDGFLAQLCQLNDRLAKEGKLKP
Rv3671c inh – Rv3671c serine protease inhibitors, primary screen, biochemical, fluorescence polarization, M. tuberculosis H37Rv; P9WHR9; inhibition, % at 5.96 µM; 320,000 tested, 0.048% active; in the data active means inhibition above about 38%;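 further: extracellular domain of Rv3671c used as enzyme; 0% = enzyme with DMSO and 100% = no enzyme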
BH1578 lux ind – inducers of Vibrio cholerae quorum light production without autoinducers, primary screen, BH1578 luxS cqsA deficient, single point. V. cholerae BH1578 lux reporter, luminescence, 6 h. activation, % at 18.7 µM. 350,000 tested, 0.16% active; in the data active means activation mostly above about 9.7%, no sharp cut-off; further: not every result past the cut was called active; inactives centre near 0; reference of the scale not given here
MazF activator – activators of E. coli MazEF toxin-antitoxin RNase, primary screen, biochemical, fluorescence, uHTS; AID 504720, 2011; activation, % at 20 µM; 350,000 tested, 0.32% active; FAM/BHQ RNA-DNA oligo cleavage fluorescence, 5 h; in the data active means activation above about 50%
Target sequence (P0AE70 whole entry, looked up): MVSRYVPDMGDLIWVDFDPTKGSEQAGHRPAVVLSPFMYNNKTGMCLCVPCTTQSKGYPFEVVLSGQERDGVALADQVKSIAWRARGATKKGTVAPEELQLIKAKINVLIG
SSB-PriA inh – inhibitors of Klebsiella pneumoniae PriA binding to SSB C-terminal tail, primary screen, biochemical, AlphaScreen | AlphaScreen SSBct-PriA binding, biotinylated peptide | inhibition, % at 33 µM | 430,000 tested, 0.6% active | AID 1272365, 2023; in the data active means inhibition mostly above about 37%, no sharp cut-off; inactive means mostly below about 20%;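 further: plate controls were negative control peptide for no effect and reference peptide for full effect; strong numbers were not always called active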
FBA Mtb inh – Mtb FBA enzyme inhibitors, primary screen, biochemical, fluorescence, strain H37Rv. purified M. tuberculosis FBA, fluorescence read-out. inhibition, % at 1 µM. 360,000 tested, 2.3% active; in the data active means inhibition above about 27%;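 further: 0% = vehicle and 100% = reference inhibitor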
Target sequence (P9WQA3 whole entry, looked up): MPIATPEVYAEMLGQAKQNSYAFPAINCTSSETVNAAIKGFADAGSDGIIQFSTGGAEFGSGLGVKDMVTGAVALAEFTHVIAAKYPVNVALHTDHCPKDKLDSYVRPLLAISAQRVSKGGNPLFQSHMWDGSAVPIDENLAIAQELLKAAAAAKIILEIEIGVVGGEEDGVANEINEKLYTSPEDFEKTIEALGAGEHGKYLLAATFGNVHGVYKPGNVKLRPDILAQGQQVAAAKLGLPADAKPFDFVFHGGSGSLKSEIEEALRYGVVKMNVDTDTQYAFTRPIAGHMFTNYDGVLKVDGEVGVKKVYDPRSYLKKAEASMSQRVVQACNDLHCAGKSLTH
BioA inh – M. tuberculosis BioA enzyme inhibitors, primary screen, biochemical, plate reader, single point, HTS. purified M. tuberculosis BioA enzyme. AID 602481, 2012. inhibition, % at 9.99 µM. 7,8-diaminopelargonic acid synthase BioA (Mycobacterium tuberculosis). 360,000 tested, 0.096% active; in the data active means inhibition above about 40%
GDH-TPI counter – GDH-TPI coupling enzyme inhibitors, primary screen, artefact control for M. tuberculosis FBA inhibitor project, biochemical, absorbance, full deck. inhibition, % at 4.8 µM. GDH-TPI coupled enzyme counterscreen, NADH absorbance. 360,000 tested, 1.2% active; in the data active means inhibition above about 30%;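 further: 0% = DMSO wells and 100% = wells lacking the enzyme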
3CLpro inhibitor – SARS-CoV 3CLpro protease inhibitors, primary screen, biochemical, quenched FRET | Replicase polyprotein 1ab (Severe acute respiratory syndrome coronavirus), P0C6X7 | recombinant SARS-CoV 3CLpro, quenched FRET peptide cleavage | inhibition, % at 6 µM | 290,000 tested, 0.14% active; in the data active means inhibition above about 12%
* hit, by the source's call; i = inactive; nt = no result given; & = joins results of further samples. These rows are one share of the data; the hit share may differ from the screen's.

SMILES	Mtb UGM inh	VHR inh abs	Rv3671c inh	BH1578 lux ind	MazF activator	SSB-PriA inh	FBA Mtb inh	BioA inh	GDH-TPI counter	3CLpro inhibitor
CC1CC(C)CN(c2ccc(-n3cnnn3)cc2[N+](=O)[O-])C1 (centres undefined)	-0.5	19	7	i	-5	-4	-2	0.5	0	-2
Clc1ccc(/C=C/c2nc3ccccc3[nH]2)cc1	0.4	25	-17	nt	67*	-26&-30	53*	-0.1	39*	4
Cc1ccc(S(=O)(=O)N2CCC(C(=O)OCC(=O)N(C)C3CCCCC3)CC2)cc1C	1.5	nt	-8	-1.1	1	-17	3	-1.1	7	nt
CCOC(=O)c1c(S(=O)(=O)NCc2ccc(C)o2)c(C)n(C)c1C	4.0	-12	-8	i	10	-2	6	-1.5	8	-1
Cc1ccc(NC(=O)CCN2C(=O)c3cccc4cccc(c34)C2=O)cc1	1.6	-10	-12	i	29	-12	3	nt	8	4
O=C(NCc1ccc2c(c1)OCO2)C1CC(=O)N(C2CCCC2)C1 (centres undefined)	-0.4	39	-8	-6.9	-1	-9	4	0.5	13	-1
O=C1c2ccccc2C(Nc2cccnc2)N1Cc1ccc2c(c1)OCO2 (centres undefined)	-1.6	25	2	-0.3	7	7	0	-0.2	-5	0
O=C(CSc1nccn1-c1cccc(F)c1)NC1CCCC1	-1.8	nt	-6	i	5	0	2	-0.2	1	nt
O=C(c1ccco1)N1CCN(c2ncnc3scc(-c4cccs4)c23)CC1	-1.9	6	-5	-0.6	-7	9	2	nt	-1	6
CC(=O)c1c(C)[nH]c(C(=O)/C(C#N)=C/c2cccc(C)c2)c1C	-4.1	17	-1	-0.3	17	-4	-1	5.5	9	-1
CCOc1ccc(NC(=S)NCCCN2CCOCC2)cc1	-1.0	-4	-8	-0.7	0	-11	1	nt	3	6
Cc1ccc(S(=O)(=O)N2CCCCC2)cc1NS(=O)(=O)c1ccccc1F	1.2	nt	-6	-0.4	2	-1	0	1.6	0	nt
CCCNC(=O)N[C@@H](Cc1ccccc1)C(=O)OC	4.9	-4	-3	-1.7	-7	5	-2	0.0	3	-1
Cc1ccc(-c2csc(N3CCN(c4cc5c(cc4Cl)nc(C(C)N)n5CCCO)CC3)n2)cc1 (centres undefined)	0.2	9	-1	-0.5	5	9	0	-1.3	4	-6
Cc1ccc(S(=O)(=O)N2CCC(C(=O)OCC(=O)NC(C)c3ccc(F)cc3)CC2)cc1C (centres undefined)	-2.5	nt	-11	-0.7	-4	3	-2	-0.1	3	nt
COc1ccc(Nc2oc(COc3ccccc3OC)nc2C#N)cc1	-1.9	-4	0	-0.3	0	5	-3	nt	7	-8
CCc1ccc(CNC(=O)c2ccc3c(c2)NC(=O)C(N2CCOCC2)S3)cc1 (centres undefined)	1.1	13	-7	i	6	-4	5	-0.4	12	4
Cc1ccc(C(=O)NCCNS(=O)(=O)c2ccccc2)cc1	0.4	13	4	i	1	-8	2	0.3	1	-3
COc1ccc(CCN2CC(C(=O)N3CCC(OC)CC3)CCC2=O)cc1 (centres undefined)	-0.2	27	-11	3.6	0	5	0	0.4	2	0
OCC[C@@H]1C[C@@H](O)[C@H](O)[C@@]2(CCc3ccccc3O2)O1	-4.2	13	0	i	2	10	2	-1.1	-2	-1
COc1cc(OC)cc(N(C(=O)CNC(=O)c2ccco2)C(C(=O)NCC2CCCO2)c2ccccc2)c1 (centres undefined)	-0.1	58*	-7	-0.4	7	-9	-1	1.3	-2	-7
COCc1cc(C)nc(N/N=C/c2ccc(-c3ccc(Cl)cc3[N+](=O)[O-])o2)c1C#N	nt	13	nt	2.8	-1	nt	-1	nt	20	4
CC(C)(C)OC(=O)N1CCCC1C(=O)N1CCCC1C(=O)N1CCCC1C(=O)O (centres undefined)	nt	24	nt	-0.4	6	-16	-2	nt	8	1
CC(C)C[C@@H](CO)NC(=O)CC[C@H](NC(=O)OC(C)(C)C)C(=O)N(Cc1ccccc1)Cc1ccccc1	0.0	nt	-1	0.9	5	-4	-1	0.2	-2	nt

Copied from the list.
COc1cc(OC)cc(N(C(=O)CNC(=O)c2ccco2)C(C(=O)NCC2CCCO2)c2ccccc2)c1 (centres undefined) | VHR inh abs: 58*
CCCNC(=O)N[C@@H](Cc1ccccc1)C(=O)OC | SSB-PriA inh: 5

(list continues)
SMILES	Mtb UGM inh	VHR inh abs	Rv3671c inh	BH1578 lux ind	MazF activator	SSB-PriA inh	FBA Mtb inh	BioA inh	GDH-TPI counter	3CLpro inhibitor
CSc1n[nH]c(=S)n1N	0.3	19	-2	-8.5	-3	-1	-3	-1.0	-17	1
C/C(=N\NC(=O)c1c(Br)c(C)nn1C)c1cccc(NC(=O)c2ccccc2C)c1	0.8	-10	-8	-0.4	-10	nt	-1	nt	6	3
O=C(NCCc1ccccc1)c1ccc(=O)[nH]c1	-0.4	21	-2	i	0	0	7	nt	11	8
O=C(CCCn1c(=O)[nH]c2ccsc2c1=O)Nc1ccc(F)cc1	-1.5	5	12	i	-2	-14	6	-1.1	13	5
CC(C)c1ccc(C2NC(=O)NC3=C2CCc2ccccc23)cc1 (centres undefined)	-2.6	16	-1	-0.2	-2	-8	32*	3.1	4	1
COCCn1c(CNc2ccc(F)cc2)nnc1SCC(=O)Nc1ccc(OC)cc1OC	2.8	4	-2	0.6	0	-3	4	2.3	1	6
Cc1ccc(C2C(C#N)=C(N)Oc3c2c(=O)n(C)c(=O)n3C)cc1 (centres undefined)	-0.3	45	7	-5.6	-5	-3	3	3.6	17	-5
CCOc1ccccc1C(=O)NCCNC(=O)c1ccccc1OCC	5.0	nt	-1	i	1	-9	0	nt	7	nt
CCn1cc(C(=O)Nc2ncccc2O)c(=O)c2cc(F)c(N3CCN(C(=O)c4ccco4)CC3)cc21	-0.8	18	5	-0.2	8	-4	15	-0.5	16	-10
O=C(/C=C/NNC(=O)c1cccc(Br)c1)c1ccccc1	-1.1	0	-8	-0.6	7	2	-1	-1.1	4	-1
O=C(Nc1ccc(Cl)cc1)N1CCCN(c2ccc(C(F)(F)F)cc2[N+](=O)[O-])CC1	-1.1	27	-19	-0.3	7	-1	1	-0.7	1	5
CN(CC(=O)Nc1ccc(N2CCOCC2)cc1)C(=O)COc1ccccc1F	-1.4	1	5	-0.1	6	-3	3	-0.2	-9	-5
CC(=O)Nc1cccc(-c2ccnc3c2CC(C(=O)Nc2cccc(Oc4ccccc4)c2)O3)c1 (centres undefined)	nt	nt	nt	-0.5	nt	nt	2	-2.4	10	nt
O=C1Nc2ccccc2/C1=N\N=C\C1=C(N2CCOCC2)C(=C\c2ccccc2)/CC1	-2.4	3	7	i	nt	nt	-2	-0.7	14	3
O=C(NCc1ccco1)c1cnn2c(C(F)(F)F)cc(-c3ccccc3)nc12	-1.3	25	-8	0.9	-4	1	0	-0.2	12	1
COc1ccc(NC(=S)NNC(=O)COc2ccc(Cl)cc2Cl)cc1	0.0	-5	-5	-0.2	3	8	0	nt	1	7
CC(C)(C)OC(=O)N1CCCC(C(=O)Nc2ccc(C(=O)NC3CC3)cc2)C1 (centres undefined)	nt	nt	nt	-0.7	6	-2	2	-0.7	2	nt
Cc1cccc(NC(=O)CCc2ccccc2)c1	-0.9	-5	-2	-2.1	1	-10	0	-1.9	-1	0
O=C(NCCNC(=O)c1ccc(Br)o1)c1ccc(Br)o1	-1.9	-4	2	7.0	8	-15	6	1.1	0	-1
CCC(=O)Nc1ccc(NC(=O)c2cccc3ccccc23)cc1	-1.4	14	1	i	7	12	5	-0.2	-9	0
O=S(=O)(c1ccc2oc(=S)[nH]c2c1)N1CCOCC1	0.8	nt	-4	0.4	3	-6	1	0.1	-3	nt
Cc1ccc(OCC(=O)NC2CC(C)(C)NC(C)(C)C2)c(C)c1	2.6	26	8	-0.3	-1	-2	3	-0.7	4	-3
Cc1ccc(/C=C/C2=NN(Cc3ccc(Cl)c(Cl)c3)C(=O)CC2)cc1	-1.4	7	3	3.1	-3	-8	-4	-1.0	13	1
COc1ccc2[nH]c(C(=O)N(Cc3ccccn3)Cc3ccccn3)cc2c1	0.9	12	3	-0.4	1	-1	34*	nt	9	2

Reformatted as comma-separated lines: four of the compounds above.
compound,Mtb UGM inh,VHR inh abs,Rv3671c inh,BH1578 lux ind,MazF activator,SSB-PriA inh,FBA Mtb inh,BioA inh,GDH-TPI counter,3CLpro inhibitor
O=C(NCc1ccco1)c1cnn2c(C(F)(F)F)cc(-c3ccccc3)nc12,-1.3,25,-8,0.9,-4,1,0,-0.2,12,1
CC(C)(C)OC(=O)N1CCCC(C(=O)Nc2ccc(C(=O)NC3CC3)cc2)C1 (centres undefined),nt,nt,nt,-0.7,6,-2,2,-0.7,2,nt
COc1ccc2[nH]c(C(=O)N(Cc3ccccn3)Cc3ccccn3)cc2c1,0.9,12,3,-0.4,1,-1,34*,nt,9,2
Cc1ccc(OCC(=O)NC2CC(C)(C)NC(C)(C)C2)c(C)c1,2.6,26,8,-0.3,-1,-2,3,-0.7,4,-3

Further records follow.
SMILES	Mtb UGM inh	VHR inh abs	Rv3671c inh	BH1578 lux ind	MazF activator	SSB-PriA inh	FBA Mtb inh	BioA inh	GDH-TPI counter	3CLpro inhibitor
Cc1onc(-c2ccccc2Cl)c1C(=O)O/N=C(\N)c1cccc([N+](=O)[O-])c1	nt	nt	nt	0.3	10	nt	-3	-0.2	-7	nt
COC(=O)c1oc2ccc(Br)cc2c1NC(C)=O	0.7	19	4	-0.2	0	-7	0	-2.6	-3	-4
C=CCNC(=O)NC(=O)COn1nnc2ccc(S(=O)(=O)N(C)C)cc21	1.3	26	6	-0.3	5	-15	1	nt	-3	-1
CCN1C[C@@H]2[C@@H]3C(=O)N(Cc4ccccc4)C(=O)[C@@H]3[C@](C)(C1=O)N2C(=O)c1ccc(C(F)(F)F)cc1	nt	nt	nt	0.3	3	-21	4	-1.2	9	nt
Cc1cnc(C(=O)OCC(=O)N2C(C)CCCC2C)cn1 (centres undefined)	1.4	nt	-6	-0.6	2	-24	0	-2.0	18	nt
O=C(/C=C/c1ccc(OCc2ccccc2)c(OCc2ccccc2)c1)c1cccnc1	0.4	4	-31	-0.2	-8	-2	-1	nt	9	0
COc1ccc(NC(=O)COC(=O)CCc2nc3ccccc3c(=O)[nH]2)c(OC)c1	-0.2	nt	11	-0.8	2	-2	-2	-2.1	5	nt
CCc1c(C(=O)NNC(=S)NCCc2ccccc2)csc1C	0.5	-8	1	2.4	-10	1	-2	0.6	0	2
CC1(C)CC(=O)c2sc(NC(=O)Cc3cccs3)nc2C1	0.7	-4	4	i	-7	-13	-2	nt	13	-1
COc1cccc(CC(=O)Nc2ccc(S(=O)(=O)N3CCCCC3)cc2)c1	0.5	nt	-8	-0.4	3	-5	0	0.6	5	nt
CC(C)(C)C(=O)O/N=C(\N)c1c(Cl)cccc1Cl	4.6	5	1	i	-4	i	0	nt	2	1
CCc1nc(Nc2cccc(F)c2)c2oc3ccccc3c2n1	0.2	24	-16	0.6	9	6	15	0.7	8	-1
COC(=O)c1ccc(C(=O)Nc2ccc(C(C)C)cc2N)cc1	-2.5	18	0	i	7	6	1	-0.6	4	0
CCC1CC(/C(C)=N/NC(N)=O)OC1=O (centres undefined)	-2.9	-8	-5	-0.2	2	nt	1	-0.6	-2	-2
COc1cc(C2NC(=O)NC(O)(C(F)(F)F)C2C(=O)c2cccs2)ccc1O (centres undefined)	1.1	25	2	-4.2	3	-14	-1	-0.8	-2	5
COc1ccc(OC)c(NC(=O)COc2ccc(S(=O)(=O)N3CCCC3)cc2)c1	-1.0	-36	-2	-0.6	6	-3	-2	1.5	-4	-3
CC(=O)Nc1ccc(C2=CC(=O)C[C@H](c3ccc4c(c3)OCO4)C2)cc1	4.4	nt	-21	-0.8	2	-2	0	9.8	15	nt
